Screening results (PubChem)
CHX counter – affects cycloheximide protein synthesis inhibition readout, counter-screen; cell reporter, cycloheximide protein synthesis inhibition counterscreen; 300,000 tested, 12% active; AID 2314; max response, %; in the data active means max response mostly above about 13%, no sharp cut-off; inactive means mostly below about 14%; further: read at 38.3 µM for the half of the compounds with a filed dose; 0% is about no effect
AmpC no deterg – blocks E. coli AmpC beta-lactamase in detergent-free assay; P00811; AmpC nitrocefin hydrolysis, absorbance 480 nm, 0.0001% Triton; Potency, µM (top dose mostly 57.1 µM), for the others: at the highest dose activity change, negative = inhibition, hits mostly inhibitors; 330,000 tested, 0.52% active; AID 485341;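 further: potency means the concentration at half of the fitted maximal effect; plate controls were no compound for no effect and no enzyme for full effect; nearly all actives have a fitted effect of over 20% in size; some results filed as inactive show a strong effect at the top dose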
Target sequence (P00811 whole entry, looked up): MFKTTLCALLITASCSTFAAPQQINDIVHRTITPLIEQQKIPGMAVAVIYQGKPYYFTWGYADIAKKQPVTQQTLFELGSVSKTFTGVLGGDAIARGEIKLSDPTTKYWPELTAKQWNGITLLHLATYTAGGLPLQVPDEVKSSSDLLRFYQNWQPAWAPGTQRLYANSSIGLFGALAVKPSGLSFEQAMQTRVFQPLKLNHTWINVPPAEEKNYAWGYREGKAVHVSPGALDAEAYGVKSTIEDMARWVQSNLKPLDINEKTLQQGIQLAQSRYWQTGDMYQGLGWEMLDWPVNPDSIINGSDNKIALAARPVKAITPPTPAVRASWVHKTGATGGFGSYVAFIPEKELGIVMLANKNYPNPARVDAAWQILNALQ
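20 mM phosphate pH 7.0 + 0.01% (detergent screen) or 0.0001% Triton X-100; 5.3 nM AmpC reagent; cpd preinc 15 min RT; nitrocefin (800 uM stock) to start; A480 q20 s × 4 min; Activity was normalised to no-enzyme and no-compound control wells.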
Tb PYK inh – inhibitors of Trypanosoma brucei pyruvate kinase; Potency, µM (top dose mostly 76.8 µM), for inactives: at the highest dose activity, negative = inhibition, actives largely listed as inhibitors; AID 624173; TbPYK enzyme, Kinase-Glo Plus ATP luminescence, 45 min; 410,000 tested, 0.12% active; further: potency means the concentration at half of the fitted maximal effect; on the % scale 0 is the no-effect control and ±100 the full control effect; nearly all actives have a fitted effect of over 50% in size
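In this concentration-response screen, enzyme-free wells defined baseline while DMSO plates tracked drift. Each reaction combined TbPYK, substrate, compound and 130 uM ADP for 45 min at room temperature. Kinase-Glo Plus luminescence gave the signal.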
Shiga inhibitor – blocks Shiga toxin action in Vero cells; AID 2315; 290,000 tested, 9.2% active; Vero cells, Shiga toxin protein synthesis inhibition reporter; inhibition, % at 38.7 µM; in the data active means inhibition mostly above about 28%, no sharp cut-off; inactive means mostly below about 43%; further: 0% is about no effect
Pf growth 96h – P. falciparum growth inhibition at 96 hours. 320,000 tested, 6.9% active. Potency, µM (highest dose often 28.7 µM), inactives show top-dose activity change, negative = inhibition, usual class: inhibitors. P. falciparum luciferase reporter growth, 96 h. AID 504834; further: potency means the concentration at half of the fitted maximal effect; on the % scale 0 is the no-effect control and ±100 the full control effect
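Parasite growth measured via integrated firefly luciferase reporter in P. falciparum. Infected erythrocytes at 2% hematocrit, 0.05% parasitemia final were treated 96 hours at 37 C under 5% CO2, and luminescence was read.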
Pf growth 48h – inhibits P. falciparum growth in the first generation, 48 h; P. falciparum luciferase growth in erythrocytes, 48 h; Potency, µM (titrated, usually from 28.7 µM), for inactives: top-dose activity change, negative = inhibition, most hits filed as inhibitors; 310,000 tested, 5.9% active; further: potency means the concentration at half of the fitted maximal effect; on the % scale 0 is the no-effect control and ±100 the full control effect
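A one-generation exposure of luciferase-tagged malaria parasites in RPMI 1640/Albumax erythrocyte culture, 37 C and 5% CO2. Inhibition is inferred from decreased luminescence after adding detection reagent.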
LmPK inhibitor – blocks Leishmania mexicana pyruvate kinase activity; purified LmPK, Kinase-Glo ATP luminescence, 1 h; Potency, µM (titrated, usually from 57.5 µM), without a hit: top-dose activity change, negative = inhibition, hits mostly inhibitors; 290,000 tested, 0.37% active; AID 1721; further: potency means the concentration at half of the fitted maximal effect; on the % scale 0 is the no-effect control and ±100 the full control effect
Target sequence (Q27686 whole entry, looked up): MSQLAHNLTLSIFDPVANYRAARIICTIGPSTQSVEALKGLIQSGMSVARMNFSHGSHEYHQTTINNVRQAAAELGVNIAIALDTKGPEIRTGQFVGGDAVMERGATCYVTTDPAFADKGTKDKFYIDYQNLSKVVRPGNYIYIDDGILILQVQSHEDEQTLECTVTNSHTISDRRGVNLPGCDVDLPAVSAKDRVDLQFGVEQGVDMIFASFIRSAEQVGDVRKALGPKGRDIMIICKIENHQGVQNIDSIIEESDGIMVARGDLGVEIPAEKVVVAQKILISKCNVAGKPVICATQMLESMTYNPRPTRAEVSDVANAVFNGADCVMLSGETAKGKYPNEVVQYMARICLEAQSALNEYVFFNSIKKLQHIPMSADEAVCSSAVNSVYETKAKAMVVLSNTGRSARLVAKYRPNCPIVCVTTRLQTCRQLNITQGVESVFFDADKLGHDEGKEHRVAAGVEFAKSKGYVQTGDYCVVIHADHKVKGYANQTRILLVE
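Pyruvate kinase activity monitored as ATP production (luciferase luminescence). Conditions: 0.1 nM enzyme, 0.5 mM PEP, 0.1 mM ADP, 1 h, RT; normalized against uninhibited and no-enzyme wells.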
Active calls of the source: *; ? = inconclusive; / = no result given; [ ] = dose if it differs, or a comment. Unless noted, the call rests on the fitted dose curve; in most records, active means well fitted curve in the direction sought with a large enough effect; inconclusive means small, poorly fitted or top-dose-only effect, or another doubt; inactive means no such curve, though single readings can be large; an effect the other way counts as inactive or inconclusive. This is a random part of the collection; about 22% have a hit in one of these screens.

SMILES	CHX counter	AmpC no deterg	Tb PYK inh	Shiga inhibitor	Pf growth 96h	Pf growth 48h	LmPK inhibitor
CCOC(=O)C(CCc1nnc(N)s1)C(=O)OCC	-2	-18%	-8%	-8	-23%	/	-3%
CC/C(=N\NC(=O)CNC(=O)/C=C/c1ccco1)c1ccccc1	-1	-13%	-8%	64	-1%	50%[activator]	-4%
CC1Cn2cc(C(=O)Nc3ccccc3C(F)(F)F)c(=O)c3c(Cl)ccc(c32)O1 (stereo not drawn)	/	-13%	-4%	/	39%[activator]	2%	/
Cc1ccc(CSCC(=O)Nc2ccc(N3CCOCC3)cc2N2CCOCC2)cc1	/	5%	-6%	/	?	5.2µM*	/
O=C1CCCC/C1=C\Nc1ccc(C(=O)O)c(O)c1	17*	-5%	-11%	62*	31%[activator]	58%[activator]	-25%
COc1ccc(CCNC(=O)Cn2cccc2C(=O)c2ccccc2)cc1OC	0	0%	1%	-10	-2%	3%	5%
O=c1cc(-c2ccc(O)cc2)oc2ccccc12	37*	-26%	-2%	55*	143%[activator]	117%[activator]	-3%
CC(=O)N1CCc2cc(Br)cc(S(=O)(=O)N3CCN(C(=O)c4ccco4)CC3)c21	-4	-8%	-2%	-1	43%[activator]	?	-5%
Cc1nnc(SCc2nc3ccccc3[nH]2)s1	-2	-6%	2%	17	163%[activator]	24%	-1%
OCC[C@@H]1C[C@H](O)[C@@H](O)[C@]2(CCc3ccccc3CO2)O1	-1	-26%	-1%	-8	2%	10%	1%
CCOc1ccc(CCNC(=O)C2CCCN2C(=O)OCc2ccccc2)cc1OCC (stereo not drawn)	1	83%[activator]	2%	20	24%	-12%	1%
CC1CCC(N2CCN(S(=O)(=O)Cc3ccccc3)CC2)CC1 (stereo not drawn)	-2	-18%	9%	-4	15%	?	-6%
C=C(C)Cn1c(N2CCN(CC)CC2)nc2c1c(=O)[nH]c(=O)n2C	-5	-5%	5%	15	2.3µM*	/	4%
O=C(COc1ccc(Cl)cc1Cl)N1CCN(c2ccccn2)CC1	1	67%[activator]	4%	-8	-18%	-17%	1%
COc1ccc(CNn2c(-c3cccs3)nc3ccccc3c2=O)cc1OC	18	132%[activator]	-4%	18	7%	-25%	4%
COc1ccc(C(=O)CSc2nc(C(C)(C)C)nc3ccccc23)cc1	6	-7%	-1%	-4	-24%	?	4%
COC(=O)[C@]1(C)CCC[C@@]2(C)C3CC[C@@]4(C)C[C@]3(CC[C@H]12)C[C@H]4O (stereo partly drawn)	19	81%[activator]	0%	4	23%	-2%	0%
CN(Cc1ccccc1)S(=O)(=O)c1cccc2nsnc12	6	-23%	-1%	-4	-8%	16%	-1%[11.5 µM]
Cc1ccccc1C(=O)N1CCC(C(=O)Nc2nc3ccc(F)cc3s2)CC1	/	103%[activator]	4%	/	?	?	/
O=C(NC1CCCCC1)NC1CC2CCC(C1)N2C(=O)NCc1ccccc1 (stereo not drawn)	4	14%	/	5	-19%	/	-1%
C#CCN(C(=O)c1ccc(OC2CCN(Cc3ccccn3)CC2)cc1)C1CCCCC1	-2	122%[activator]	0%	-6	19%	?	0%
CC1CC(C)(C)CC2(C1)NC(=O)N(CC(=O)NCc1ccccc1F)C2=O (stereo not drawn)	/	-15%	-6%	/	?	-2%	/
COc1ccc(CCNS(=O)(=O)c2ccc3c(c2)CCN3C(=O)CCC(=O)O)cc1OC	-2	-8%	29%	-10	/	12%	-4%
OC(COCc1ccccc1)CN1CCN(c2ccccc2F)CC1 (stereo not drawn)	0	11%	/	-14	65%[activator]	15%	2%
CC(OC(=O)CCN=C1NS(=O)(=O)c2ccccc21)C(=O)Nc1ccc(N(C)C)cc1 (stereo not drawn)	/	-24%	-11%	/	?	1%	/

Next section:
SMILES	CHX counter	AmpC no deterg	Tb PYK inh	Shiga inhibitor	Pf growth 96h	Pf growth 48h	LmPK inhibitor
Cc1ccccc1Nc1nnc(SCC(=O)c2c(N)n(C3CC3)c(=O)[nH]c2=O)s1	/	-19%	-13%	/	?	?	/
COc1ccc(CNC(=O)CCC(=O)N2CCN(S(=O)(=O)c3ccc(Cl)cc3)CC2)cc1	-2	125%[activator]	3%	-16	?	-30%	2%
COCC(=O)Nc1ccccc1-c1ccccc1	-1	-27%	1%	-8	41%[activator]	7%	1%
Cc1cc(C)c(C(=O)N2CCCC(Nc3ccc(F)cc3)C2)o1 (stereo not drawn)	3	13%	-7%	-11	-2%	-2%	4%
CN(Cc1ccccc1)c1ccc(C(CC(N)=O)NC(=O)c2ccc(Br)cc2)cc1[N+](=O)[O-] (stereo not drawn)	-1	-19%	-1%	12	-8%	?	0%
COc1ccc(OC)c(-c2cc(C(F)(F)F)c3c(n2)sc2c(O)cc(=O)[nH]c23)c1	-5	-23%	1%	-5	17%	-11%	1%
Nc1c(-c2ccccc2)n[nH]c1-c1ccccc1	31*	-24%	-4%	78*	8%	102%[activator]	-16%
Cc1cc(NC(=O)CSc2nccn2C)n(-c2ccccc2)n1	1	-22%	0%	16	4%	7%	-7%
CCN(Cc1ccncc1)Cc1cn[nH]c1-c1cc(OC)c(OC)c(OC)c1	-2	1%	2%	-13	9.3µM*	?	0%
CCN1CCN(Cc2ccccc2NC(=O)Nc2ccc(C)cc2)CC1	24*	-22%	4%	36*	84%[activator]	59%[activator]	-5%
Cc1cc(N(C)C)c(C#N)c(N2CCOCC2)n1	-4	-21%	2%	-15	2%	-1%	-4%
CC(C)C1CC(CCN2CCCCC2)(c2ccccc2)CCO1 (stereo not drawn)	-10	-21%	-2%	19	0%	19%	5%
COc1ccc(NC(=O)c2ccc(Oc3ncccn3)cc2)cc1	22*	-6%	4%	57*	46%[activator]	35%[activator]	-4%
COc1ccc(N(CC(=O)Nc2ccccc2C(=O)NCc2ccco2)S(C)(=O)=O)cc1	9	-5%	5%	15	?	/	7%
CCCCC(CC)C1OCC(C[N+]2(C)CCOCC2)O1 (stereo not drawn)	-1	7%	-11%	-11	18%	?	-1%
COc1cccc(NC(=O)c2ccccc2SC)c1	3	-35%	0%	-4	/	-16%	-14%
CCN(CC(=O)Nc1c(F)cccc1F)C(=O)CN1C(=O)c2ccccc2C1=O	/	-16%	-7%	/	1%	5%	/
CC(C)c1nc(SCC(=O)Nc2c[nH]c(=O)[nH]c2=O)c2cnn(-c3ccccc3)c2n1	-3	-12%	-7%	-4	3%	-18%	3%
CC(=O)Nc1ccc(S(=O)(=O)N(C)CC(=O)OCC(=O)NCc2ccco2)cc1	/	-13%	-11%	/	29%	40%[activator]	/
O=C(CSc1nnc(SCc2cccc3ccccc23)s1)N/N=C/C=C/c1ccccc1[N+](=O)[O-]	9	14µM*	-4%	1	8%	55%[activator]	-1%
CCS(=O)(=O)N1CCC(C(=O)NCC2CCCO2)CC1 (stereo not drawn)	-5	-4%	4%	11	110%[activator]	33%[activator]	0%
COc1ccc(/C=C/C(=O)OCC(=O)Nc2cc3oc4ccccc4c3cc2OC)cc1	-1	-15%[2.29 µM]	/	-5	18%	9%	2%
CN1CCc2cc3c(cc2[C@H]1[C@@H]1OC(=O)c2c1ccc1c2OCO1)OCO3	/	-26%	0%	/	15%	-9%	/
Cc1ccc(NC(=O)COc2ncnc3sccc23)cc1S(=O)(=O)N(C)C	-4	-32%	-1%	30	-3%	?	-1%
COc1ccc(-c2nn(C)c(=O)[nH]2)cc1	0	-18%	2%	-12	48%[activator]	?	-9%

Reformatted: results already given.
Sequence of screens – CHX counter | AmpC no deterg | Tb PYK inh | Shiga inhibitor | Pf growth 96h | Pf growth 48h | LmPK inhibitor
O=C(CSc1nnc(SCc2cccc3ccccc23)s1)N/N=C/C=C/c1ccccc1[N+](=O)[O-]
    9 | 14µM* | -4% | 1 | 8% | 55%[activator] | -1%
CCS(=O)(=O)N1CCC(C(=O)NCC2CCCO2)CC1 (stereo not drawn)
    -5 | -4% | 4% | 11 | 110%[activator] | 33%[activator] | 0%

Other structures.
SMILES	CHX counter	AmpC no deterg	Tb PYK inh	Shiga inhibitor	Pf growth 96h	Pf growth 48h	LmPK inhibitor
CCNC(=S)N(CCc1ccc(OC)c(OC)c1)Cc1cc2cc(OC)ccc2[nH]c1=O	5	79%[activator]	-11%	32	4%	-29%	3%
CC(C)Nc1nc(NC(C)(C)C)nc(Oc2ccc(=O)n(-c3ccccc3)n2)n1	-3	28%	1%	-25	/	?	1%
Cc1ccc2c(c1)N(CCC(=O)NC1CC1)C(=O)C(C)O2 (stereo not drawn)	-3	6%	-1%	7	5%	?	-3%
COc1ccc(CN2CCNC(=O)C2CC(=O)N(C)CC2CCOCC2)cc1OC (stereo not drawn)	-2	24%	1%	-4	?	38%[activator]	-1%
CCOc1cc(NC(=O)C2CC2)c(OCC)cc1NC(=O)c1ccccc1OCC	-4	58%	1%	-7	-20%	5.9µM*	-5%
CC(C)(C)c1ccc2c(c1)N(CC(=O)O)C(=O)CO2	-1	-8%	0%	23	11%	-6%	1%
O=c1[nH]c(/C=C\c2ccc(O)c(O)c2)nc(O)c1[N+](=O)[O-]	2	-17%	-15%	-10	-18%	-16%	-13%
CC(=O)c1cccc(CN2CCN(Cc3ccc(C)cc3)C(CCO)C2)c1 (stereo not drawn)	1	25%	-3%	-7	1%	28%	2%
O=C(NCc1ccc(OC(F)(F)F)cc1)C1CC(c2ccccc2[N+](=O)[O-])=NO1 (stereo not drawn)	2	22%	-3%	-12	28%	52%[activator]	2%
CCN(CC(=O)Nc1ccc(OC)c(Cl)c1)CC(=O)NC(C)C	2	-11%	-1%	-8	?	-4%	-1%
CN1CC(c2ccccc2Cl)C2(COc3ccccc3C2=O)C12C(=O)Nc1ccccc12 (stereo not drawn)	16*	-20%	1%	55	?	?	8%
COc1ccc(CN(C)CCc2ccccn2)cc1OC	-3	-12%	-1%	-2	?	11%	9%
CN(C)c1ccc(NC(=O)c2cccc(N3C(=O)CCC3=O)c2)cc1	21*	-16%	1%	37	73%[activator]	44%[activator]	2%
N=C1c2ccccc2CN1c1ccc(S(=O)(=O)N2CCCCC2)cc1	6	-28%	-16%	-1	0%	-26%	-1%
Cc1ccc(NC(=O)C(CC(C)C)NC(N)=O)cc1 (stereo not drawn)	-3	-11%	10%	-11	-2%	-14%	-1%
CN(C)c1nc(Oc2ccc(OCCOc3ccccc3)nn2)nc(N(C)C)n1	-2	118%[activator]	-2%	11	-24%	0%	6%
COc1ccc(CCNC(=O)c2ccc(SC)cc2OC)cc1	4	-17%	3%	-12	2.6µM*	?	-1%
Cc1ccc(-n2nc(-c3ccco3)cc2C(=O)O)c(C)c1	-2	-34%	-6%	-4	-4%	41%[activator]	9%
Cc1ccc(C(=O)N2N=C(c3ccc(Br)cc3)CC2c2ccccc2O)cc1 (stereo not drawn)	13*	-51%	-6%	6	10µM*	?	-7%

Results in Pf growth 48h, for some of the entries so far:
molecule,Pf growth 48h
CN1CC(c2ccccc2Cl)C2(COc3ccccc3C2=O)C12C(=O)Nc1ccccc12 (stereo not drawn),?
CC1Cn2cc(C(=O)Nc3ccccc3C(F)(F)F)c(=O)c3c(Cl)ccc(c32)O1 (stereo not drawn),2%
OCC[C@@H]1C[C@H](O)[C@@H](O)[C@]2(CCc3ccccc3CO2)O1,10%
Cc1cc(NC(=O)CSc2nccn2C)n(-c2ccccc2)n1,7%
